ADAM17 inh = ADAM17 inhibition, QFRET primary screen; P78536; recombinant ADAM17, EDANS/DABCYL FRET peptide cleavage; inhibition, % at 6.95 µM; 370,000 compounds, 0.83% hits; AID 720648;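 active = inhibition above the mean of compounds lying between control limits plus 3 SD, set per campaign, cut at about 8.5% in these data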;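 note: 0% = DMSO-only wells as the low control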
KLK7 zymogen act = activators of human kallikrein-7 zymogen; P49862; purified proKLK7, EDANS-DABCYL substrate fluorescence; 100% is mature enzyme control, 0% vehicle; activation, % at 7 µM; 370,000 compounds, 0.9% hits;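 active = activation above the mean of all tested compounds plus 3 SD, computed per campaign excluding outliers beyond control limits, cut at about 13% in these data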
ASAP1 GAP inh = blocks human ASAP1-stimulated Arf1 GTP hydrolysis; GDP FP detection; inhibition, % at 16.5 µM; 360,000 compounds, 0.19% hits; AID 624377; in the data active = inhibition above about 25%;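 note: 0% = vehicle with enzyme and substrate and 100% = no enzyme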
PLC-beta3 inh = blocks human PLC-beta3 enzyme activity | 370,000 compounds, 0.18% hits | Purified PLC-beta3, fluorogenic substrate, fluorescence | AID 720704 | inhibition, % at 12.2 µM; in the data active = inhibition above about 11%;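 note: 0% = median of compound wells on plate and 100% = full blocker control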
PLCg1 inh = inhibitors of human phospholipase C gamma1 | P19174 | purified PLC-gamma1, fluorogenic substrate, fluorescence | inhibition, % at 12.2 µM | 370,000 compounds, 0.84% hits | AID 720700; in the data active = inhibition above about 9.5%
ARFGAP1 inhibitor = inhibits rat ARF GTPase activating protein 1. Q62848. Arfgap1-stimulated ARF1 GTP hydrolysis, GDP FP detection. inhibition, % at 16.5 µM. 360,000 compounds, 0.26% hits. AID 651572;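 active = inhibition above a per-plate limit, mean inhibition of low control wells plus 3 SD, cut at about 25% in these data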;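 note: 0% = DMSO wells with enzyme and 100% = wells lacking Arfgap1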
Target sequence (Q62848 1-136 limits assumed): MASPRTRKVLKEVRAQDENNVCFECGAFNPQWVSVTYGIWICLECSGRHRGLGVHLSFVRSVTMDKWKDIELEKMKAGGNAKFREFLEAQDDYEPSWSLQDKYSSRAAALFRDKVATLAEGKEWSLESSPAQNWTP
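Assay system: Rat Arfgap1 GAP domain (His6, aa 1-136), purified enzyme | Buffer or medium: HEPES 25 mM pH 7.5, NaCl 150 mM, MgCl2, DTT | Schedule: GTP hydrolysis reaction 2 h at 25 °C | Signal: FP of antibody-bound GDP Alexa 633 tracer, ex 620/em 688 nm | Measure: Percent inhibition of Arfgap1-stimulated GTP hydrolysis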
Tn7 DDE FP = disrupts Tn7 cyclic peptide binding to fibrin D-Dimer-E complex; P02675; FP displacement of FITC-Tn7 peptide from fibrin DD(E); 0% = median of compound wells per plate; inhibition, % at 8.3 µM; 370,000 compounds, 0.13% hits; AID 720508;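 active = inhibition above the mean of compounds falling within the control limits plus 3 SD of them, cut at about 14% in these data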;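 note: 0% = plate median of compound wells and 100% = 10 µM Aha-Tn7 peptide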
Target sequence (P02675 whole entry, looked up): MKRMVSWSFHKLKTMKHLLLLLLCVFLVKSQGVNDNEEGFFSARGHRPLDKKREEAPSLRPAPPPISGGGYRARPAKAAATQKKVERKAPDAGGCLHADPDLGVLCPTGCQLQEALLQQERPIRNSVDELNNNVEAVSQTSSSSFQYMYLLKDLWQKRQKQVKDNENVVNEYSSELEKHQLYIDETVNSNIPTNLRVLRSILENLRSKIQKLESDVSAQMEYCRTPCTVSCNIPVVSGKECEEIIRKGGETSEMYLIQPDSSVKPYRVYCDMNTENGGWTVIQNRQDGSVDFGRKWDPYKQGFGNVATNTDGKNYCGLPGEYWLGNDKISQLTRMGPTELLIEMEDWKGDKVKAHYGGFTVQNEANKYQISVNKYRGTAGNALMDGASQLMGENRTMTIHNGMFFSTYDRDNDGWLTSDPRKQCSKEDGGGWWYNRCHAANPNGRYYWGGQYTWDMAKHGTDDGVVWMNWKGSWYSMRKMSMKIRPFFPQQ
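Test system: human clot-derived fibrin DD(E) complex / Quantity: 2 µM final DD(E) protein / Incubation: 10 min plus 3 h, room temperature / Measured by: fluorescence polarization / Benchmarks: high control of 10 µM Aha-Tn7 peptide / Replicates: singlicate testing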
UHRF1 binding = human UHRF1 methylated DNA binding inhibitors; AID 687016; UHRF1 binding to methylated oligo, TR-FRET; 370,000 compounds, 0.75% hits; inhibition, % at 4.4 µM; Q96T88; in the data active = inhibition above about 21%;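 note: UHRF1 SRA domain binding a hemimethylated CpG hairpin DNA probe; 0% = median of test compound wells and 100% = reference inhibitor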
DDE Tn6 FP inh = disrupts Tn6 cyclic peptide binding to fibrin D-Dimer-E complex | Fibrin DD(E) TRITC-Tn6 fluorescence polarization displacement | inhibition, % at 8.3 µM | 370,000 compounds, 0.21% hits | AID 720509;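 active = inhibition above a per-campaign cutoff: mean of compounds within control limits plus 3 SD, cut at about 15% in these data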;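 note: 0% = median of all compound wells on the plate and 100% = blocking peptide control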
MBD2 inh = blocks human MBD2 binding to methylated DNA; TR-FRET, MBD2 binding to methylated oligonucleotide; AID 686964; Q9UBB5; inhibition, % at 4.4 µM; 370,000 compounds, 0.31% hits; in the data active = inhibition above about 13%
Target sequence (Q9UBB5 whole entry, looked up): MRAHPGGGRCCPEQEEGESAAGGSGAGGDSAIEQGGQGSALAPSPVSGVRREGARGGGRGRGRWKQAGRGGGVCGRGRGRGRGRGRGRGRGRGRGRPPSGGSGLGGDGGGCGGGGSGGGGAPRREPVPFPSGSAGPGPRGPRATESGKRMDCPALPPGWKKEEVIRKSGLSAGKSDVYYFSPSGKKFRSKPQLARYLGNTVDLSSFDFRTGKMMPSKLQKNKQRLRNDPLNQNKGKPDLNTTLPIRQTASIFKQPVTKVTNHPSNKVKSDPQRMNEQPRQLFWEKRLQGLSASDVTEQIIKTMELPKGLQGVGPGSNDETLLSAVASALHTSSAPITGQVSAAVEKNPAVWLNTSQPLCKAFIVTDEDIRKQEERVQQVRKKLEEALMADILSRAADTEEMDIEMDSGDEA
The depositor's hits bear a star; i = inactive; nt = no result given. Outcome played no part in choosing rows. Share with any hit: about 4.1%.

cpd	mol	UHRF1 binding	DDE Tn6 FP inh	ARFGAP1 inhibitor	KLK7 zymogen act	MBD2 inh	PLCg1 inh	ASAP1 GAP inh	Tn7 DDE FP	ADAM17 inh	PLC-beta3 inh
1	CCc1c(O)nc(SCC(=O)Nc2nc3ccccc3s2)n(-c2ccc(C)cc2)c1=O	0.0	-11.1	-4.9	-0.2	-2.0	5.4	-0.7	-9.1	-2.7	-2.4
2	Cc1ccc(C(C(=O)NCc2ccco2)N(C(=O)Cn2nnc3ccccc32)c2ccccc2)o1 (stereo unspecified)	-1.3	-3.4	3.8	-0.7	3.1	-1.2	-13.4	3.9	-6.3	1.4
3	Cc1c(NC(=O)c2cccc(NC(=O)Cc3ccc(Cl)cc3)c2)c(=O)n(-c2ccccc2)n1C	1.2	5.6	0.9	-0.4	-0.9	-4.1	-3.6	4.8	-3.4	-4.0
4	CCOC(=O)CN1C(=O)COc2ccc(C(C)(C)C)cc21	1.3	4.1	-1.9	0.2	-2.5	0.8	-1.0	8.3	-3.1	2.4
5	O=C(C1CCCN1C(=O)c1cccs1)N1CCN(S(=O)(=O)c2ccc(F)cc2)CC1 (stereo unspecified)	0.3	7.0	-2.2	-0.5	1.4	3.2	-5.3	3.3	-3.7	-7.7
6	O=[N+]([O-])c1ccccc1/C=N/OCc1ccccc1	1.9	-3.8	-10.6	0.0	-3.4	-0.2	1.2	-0.9	-0.8	-5.6
7	NC(=O)c1cccc(-c2ccnc3c2CC(C(=O)NCC2CC2)O3)c1 (stereo unspecified)	-1.4	9.8	-3.6	0.0	-1.0	0.2	-11.5	-2.7	-1.7	0.2
8	Cc1ccc(C)c(OC(=O)C2CSC3(C)CCC(=O)N23)c1C (stereo unspecified)	-0.8	2.8	4.6	0.0	-1.9	-0.1	6.4	-1.6	-0.4	-2.4
9	NC(=S)c1cc2cc(Cl)ccc2oc1=O	-11.7	-0.8	-2.5	0.8	-13.5	-2.9	-1.1	-0.1	-0.9	-13.1
10	Cc1ccc(-c2ccc(CN3C(C(C)C)C(=O)N(Cc4cn(CCC5OCCO5)nn4)CCS3(=O)=O)cc2)cc1 (stereo unspecified)	0.0	-4.0	4.1	-0.3	4.4	3.6	-1.7	6.2	0.5	-2.3
11	Cc1nn(CCC(=O)NNC(=O)NCc2ccccc2)c(C)c1[N+](=O)[O-]	-1.8	-2.2	nt	0.6	3.8	-1.3	nt	-4.7	-1.2	-1.4
12	COc1cc(-c2nc3ccccn3c2/N=C/c2cccc(OC)c2O)ccc1O	-1.1	-8.1	-8.8	-92.9	-5.9	-183.4	2.6	-7.6	-21.2	-204.1
13	CCOC(=O)c1c(C)nc2c(c1-c1ccc(Cl)cc1)C(=O)CC(C)(C)C2	-0.3	4.9	-8.6	0.7	-5.8	0.0	3.1	-1.8	-1.5	2.6
14	O=C(CCC(=O)N1CCN(c2ccccc2)CC1)Nc1nnc(C2CCCCC2)s1	-2.1	2.1	2.6	0.8	-2.0	3.0	3.6	0.9	-1.5	-3.1
15	COc1ccc(C(=O)N2CCN(C(=O)c3cc(OC)c(OC)c(OC)c3)CC2)cc1	4.3	-1.5	-3.9	-0.5	1.5	1.8	9.0	2.8	-1.4	1.5
16	Cc1ccc2c(c1)cc(C(=O)N1CCN(c3ccccn3)CC1)n2C	-1.7	4.5	-8.0	-0.5	-1.4	-0.8	-0.7	-3.2	-2.9	-1.3
17	COc1cccc(OCc2cc(C(=O)N(C)Cc3nc(C)cs3)no2)c1	-1.5	-2.2	-4.1	0.8	1.0	-2.3	-12.9	-2.1	-3.1	-11.0
18	CCN1C(=O)[C@@H]2[C@@H](c3ccc(-c4ccc(F)cc4)cc3)N3CCC[C@@]3(C(=O)OC)[C@@H]2C1=O	-1.1	-2.8	5.5	0.1	-0.4	1.2	-0.1	-4.4	2.1	2.3
19	Cc1ccc(C(c2nnnn2C2CCCCC2)N2CCN3CCCC3C2)cc1 (stereo unspecified)	1.0	2.8	3.9	-0.5	3.4	0.1	10.4	0.9	-5.7	0.7
20	CC1(C)OC2CC3C4CCC5=CC(=O)CCC5(C)C4(F)C(O)CC3(C)C2(C(=O)CO)O1 (stereo unspecified)	0.6	1.9	11.4	0.1	-0.3	2.4	7.9	-9.2	0.3	5.8
21	O=S(=O)(c1ccccc1)c1nc(Nc2cccc(O)c2)sc1Cl	1.9	0.6	2.2	-0.4	3.2	-1.7	9.3	7.2	3.7	-4.4
22	COc1cc(CCC(=O)Nc2nnc(-c3cccnc3)s2)cc(OC)c1OC	-0.5	2.1	-3.0	-1.9	1.9	-2.4	1.1	5.9	-8.1	-4.5
23	O=C(Nc1ccc(Cl)c(C(=O)N2CCOCC2)c1)c1ccccc1	-1.6	4.4	-1.1	0.0	-0.1	0.9	3.6	-2.6	-1.1	-3.2
24	COc1cc(/C=C/c2cc[n+](C)cc2)ccc1OCC(=O)Nc1ccc(Cl)c(Cl)c1	1.3	-7.0	10.3	-6.0	-6.8	i	24.4	-2.1	-10.9	i
25	COc1cc2ccc(C(C)=O)c(O)c2cc1OC	-2.9	-7.5	2.2	-0.7	2.5	-97.2	3.8	-2.1	-5.9	-110.7
26	CCOc1ccc(N2CC(C(=O)Nc3ccc(S(=O)(=O)N4CCCCC4)cc3)CC2=O)cc1 (stereo unspecified)	1.7	-1.4	-2.4	0.4	0.1	-0.1	10.4	3.8	-1.1	-7.3
27	CC1(C)C(=O)Nc2ccccc2N1C(=O)CSc1nnc2c(Cl)cc(Cl)cn12	-1.7	-6.2	8.4	0.0	2.5	-0.7	-0.9	4.1	-0.9	-0.8
28	CN1CCN(c2ccc(C(CC(N)=O)NC(=O)c3ccccc3)cc2[N+](=O)[O-])CC1 (stereo unspecified)	-0.5	3.1	5.9	0.1	4.2	4.3	5.3	-3.5	-1.2	0.4
29	Cc1ccc(NC(=O)CCCCCN2C(=O)[C@@H]3Cc4ccccc4CN3C2=O)cc1	-1.9	3.6	-1.8	0.1	-7.5	3.4	-7.4	-4.4	2.9	-4.5
30	C/C(=N\O)C(C)(C)Nc1cccc(Br)c1	12.7	4.1	-4.2	0.6	-1.8	-1.6	-1.7	4.0	-2.8	-3.7
31	Cc1cc2nc(SCCN3CCCC3)[nH]c2cc1C	1.8	-6.8	3.1	-0.2	4.1	-1.2	-0.6	4.8	-3.4	1.4
32	O=C(Nc1cccc(S(=O)(=O)N2CCCCC2)c1)c1ccc2c(c1)OCO2	-0.9	-8.8	2.8	-0.2	-5.6	5.7	3.7	-0.1	5.2	2.9
33	COc1ccc(CCNC(=O)C2CCCN(c3nc4ccccc4s3)C2)cc1OC (stereo unspecified)	-1.2	0.7	-2.3	0.4	-2.3	1.3	-3.6	11.5	-1.6	-5.1
34	CC(=O)c1c(N2CCOCC2)[nH]c(-c2ccccc2)nc1=S	-1.1	6.2	3.7	-0.1	0.8	3.1	6.6	-6.1	-0.2	3.7
35	CCNc1nc(NCC)nc(C(=O)OCCO)n1	3.8	7.2	-6.7	-0.1	9.5	0.5	-3.7	2.0	-4.4	0.2
36	Cc1ccc(-c2csc(NC(=O)c3ccc(F)cc3)c2C(=O)O)cc1	2.3	-1.9	4.6	-0.1	0.3	-48.3	-15.5	11.6	-0.4	-61.6
37	COc1cc(Br)c(CNc2cc(C)ccc2C)cc1OC	1.1	-2.3	1.2	0.2	1.9	0.5	-6.8	1.3	-0.5	-3.4
38	CCn1cc(CNC(=O)c2cccc([N+](=O)[O-])c2)cn1	1.6	-0.8	7.2	-0.2	0.3	5.6	-12.6	-8.3	1.8	1.1
39	CCOC(=O)C1CCN(c2ncnc3nc[nH]c23)CC1	1.1	1.6	-8.8	0.0	-0.6	8.2	8.7	1.4	1.4	10.2
40	O=C(NC(=S)NCCN1CCOCC1)c1ccccc1	0.9	-2.9	-2.1	-0.6	-2.3	2.6	0.1	1.3	-1.1	2.1
41	COc1ccc(Nc2cc(C)nc3nc(C)nn23)cc1Cl	-0.8	-1.8	10.4	0.6	-3.1	9.6*	3.6	4.7	2.1	6.0
42	Nc1ncnc2nc(SCc3ccc(Cl)cc3Cl)[nH]c12	1.8	0.2	8.9	0.4	-3.9	-3.8	-3.6	0.5	-3.5	-4.8
43	CCCn1c(SCC(=O)Nc2ccccc2N2CCCCC2)nc2c1c(=O)n(C)c(=O)n2C	-0.3	-5.1	-4.5	0.4	0.5	0.1	-1.4	-1.9	-0.1	5.8
44	O=C(NNC(=O)c1cccs1)c1csc(N2CCOCC2)n1	0.8	-1.1	-0.3	-0.6	-0.8	-2.6	-1.4	1.6	-2.8	-4.7
45	COc1ccc(OC)c(NS(=O)(=O)c2ccc3c(c2)CCC(=O)N3)c1	-0.8	-9.4	8.1	0.1	6.0	-0.9	-9.2	3.6	-1.4	1.4
46	O=C(NNC(=S)NC(=O)c1ccccc1)c1ccc(O)cc1	-0.4	-8.5	-6.1	-0.1	-2.4	4.8	-9.9	-2.1	1.7	5.4
47	CCOC(=O)C1(CC2CCCCO2)CCN(S(=O)(=O)c2ccsc2)CC1 (stereo unspecified)	3.9	1.7	10.5	0.2	3.5	-0.4	8.2	5.1	1.5	-0.4
48	Cc1c(NC(=O)C2CCCN(S(=O)(=O)c3ccc(C(C)(C)C)cc3)C2)c(=O)n(-c2ccccc2)n1C (stereo unspecified)	-2.1	5.7	nt	-0.3	-4.9	2.0	nt	-5.8	0.3	0.3

Next part (two carried over from the part before).
cpd	mol	UHRF1 binding	DDE Tn6 FP inh	ARFGAP1 inhibitor	KLK7 zymogen act	MBD2 inh	PLCg1 inh	ASAP1 GAP inh	Tn7 DDE FP	ADAM17 inh	PLC-beta3 inh
47	CCOC(=O)C1(CC2CCCCO2)CCN(S(=O)(=O)c2ccsc2)CC1 (stereo unspecified)	3.9	1.7	10.5	0.2	3.5	-0.4	8.2	5.1	1.5	-0.4
48	Cc1c(NC(=O)C2CCCN(S(=O)(=O)c3ccc(C(C)(C)C)cc3)C2)c(=O)n(-c2ccccc2)n1C (stereo unspecified)	-2.1	5.7	nt	-0.3	-4.9	2.0	nt	-5.8	0.3	0.3
49	C[C@@H]1CN([C@H](C)CO)C(=O)c2c(c3ccccc3n2C)-c2ccccc2CO[C@H]1CN(C)Cc1ccc(C(F)(F)F)cc1	-1.9	-0.6	4.5	0.5	-5.2	0.5	-14.4	3.2	8.6	2.3
50	COc1ccc(OC)c(NC(=O)c2ccc(NS(C)(=O)=O)cc2)c1	-2.8	-5.2	1.9	0.3	-4.4	-1.1	-5.0	0.2	-3.3	-2.7
51	C=CCc1c(C)c(C#N)c2nc3ccccc3n2c1NCCN(C)C	-0.1	-6.0	-0.9	5.5	-3.4	-176.4	1.3	2.4	-40.1	-205.4
52	O=S(=O)([N-]c1nc2ccccc2nc1-n1cc[n+](Cc2ccccc2)c1)c1ccc(Cl)cc1	-2.5	11.5	9.2	-3.1	2.3	-29.8	-6.7	0.4	-18.4	-37.3

Screens: PubChem BioAssay, The Scripps Research Institute Molecular Screening Center
